Source: PubChem BioAssay
TDP2 absorb – blocks human TDP2 phosphodiesterase activity | recombinant TDP2, T5PNP hydrolysis, p-nitrophenol absorbance 415 nm | 370,000 tested, 0.34% active | inhibition, % at 12.8 µM;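 active means inhibition above the mean of all tested compounds plus 3 SD, set per campaign, cut at about 25% in these data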;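 further: 0% = DMSO with enzyme and 100% = buffer with substrate but no TDP2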
Target sequence (O95551 whole entry, looked up): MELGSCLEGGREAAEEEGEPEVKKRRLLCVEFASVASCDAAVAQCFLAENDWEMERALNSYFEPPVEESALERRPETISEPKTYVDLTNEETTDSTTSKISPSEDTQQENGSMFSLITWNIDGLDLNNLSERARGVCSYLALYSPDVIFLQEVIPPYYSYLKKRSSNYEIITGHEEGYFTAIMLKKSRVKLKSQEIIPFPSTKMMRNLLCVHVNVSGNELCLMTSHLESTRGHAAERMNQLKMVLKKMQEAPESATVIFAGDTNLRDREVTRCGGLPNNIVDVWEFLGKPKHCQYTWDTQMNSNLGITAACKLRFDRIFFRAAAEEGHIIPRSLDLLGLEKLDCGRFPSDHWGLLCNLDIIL
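Assay system: recombinant human TDP2 / Reagent: T5PNP substrate at 5 mM, a TopII-DNA adduct mimic / Measured by: epi absorbance from released p-nitrophenol / Evaluation: % inhibition relative to enzyme-containing and enzyme-free wells / Control set: enzyme-free and DMSO wells / Replicates: each compound tested once, singlicate / Schedule: enzyme reaction with compound for 2 h at 37 °C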
rCAG binder – molecules binding r(CAG) RNA repeats; r(CAG) RNA repeat, TO-PRO-1 dye displacement fluorescence; inhibition, % at 3 µM; 370,000 tested, 1.3% active;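 active means inhibition above the plate cutoff, the mean of all test compounds on that plate plus 3 SD, cut at about 35% in these data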;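 further: 0% = DMSO alone and 100% = 100 µM mitoxantrone as full dye displacement; higher means more dye released from RNA so lower well fluorescence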
ABHD4 inh – inhibits mouse alpha/beta hydrolase domain 4 | Q8VD66 | purified mABHD4, FP-Rh probe fluorescence polarization | inhibition, % at 8.92 µM | 370,000 tested, 0.54% active | AID 720543;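 active means inhibition exceeding the mean over every tested compound plus 3 SD, cut at about 30% in these data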;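 further: 0% = plate median of compound wells and 100% = S159A mutant with DMSO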
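System: mouse ABHD4 enzyme, wild type / Medium: HEPES pH 7.0, NaCl, Pluronic buffer / Reagent: FP-Rh activity-based fluorescent probe / Control set: S159A mutant high control, sample median low control / Detection: fluorescence polarization with parallel and perpendicular emission, 525/598 nm / Schedule: 45 min + 60 min at 25 °C / Compound dosing: 8.92 µM, single dose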
PG9 binder – small molecules binding HIV-1 gp120 antibody PG9. 360,000 tested, 0.43% active. TR-FRET gp120-PG9 antibody binding. AID 624416. inhibition, % at 6.7 µM; in the data active means inhibition above about 8.5%
HTRA1 inh – blocks human HTRA1 serine peptidase; Q92743; recombinant HTRA1, FP-rhodamine activity-based probe, fluorescence polarization; inhibition, % at 5.96 µM; 340,000 tested, 0.5% active; AID 504803; in the data active means inhibition above about 36%;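 further: 0% = enzyme with DMSO and 100% = wells lacking enzyme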
Rev-erbA mod – Rev-erb alpha (human) modulation; Rev-erbα–FITC-DNA binding, fluorescence polarization, 90 min; activity, % at 10 µM; 370,000 tested, 0.79% active; P20393;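 active means activity above about 14%, limit read from the data; passing the limit was not always enough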;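 further: 0% = DMSO wells with 35 nM protein and 100% = DMSO wells with 750 nM protein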
SIAE primary – human SIAE inhibition, primary screen | inhibition, % at 9.66 µM | 370,000 tested, 0.69% active | SIAE FP-Rh probe binding, fluorescence polarization;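 active means inhibition above a cutoff: mean of compounds within the control limits plus 3 SD of those, cut at about 17% in these data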;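 further: 0% = plate median of compound wells and 100% = probe without SIAE protein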
Target sequence (Q9HAT2 whole entry, looked up): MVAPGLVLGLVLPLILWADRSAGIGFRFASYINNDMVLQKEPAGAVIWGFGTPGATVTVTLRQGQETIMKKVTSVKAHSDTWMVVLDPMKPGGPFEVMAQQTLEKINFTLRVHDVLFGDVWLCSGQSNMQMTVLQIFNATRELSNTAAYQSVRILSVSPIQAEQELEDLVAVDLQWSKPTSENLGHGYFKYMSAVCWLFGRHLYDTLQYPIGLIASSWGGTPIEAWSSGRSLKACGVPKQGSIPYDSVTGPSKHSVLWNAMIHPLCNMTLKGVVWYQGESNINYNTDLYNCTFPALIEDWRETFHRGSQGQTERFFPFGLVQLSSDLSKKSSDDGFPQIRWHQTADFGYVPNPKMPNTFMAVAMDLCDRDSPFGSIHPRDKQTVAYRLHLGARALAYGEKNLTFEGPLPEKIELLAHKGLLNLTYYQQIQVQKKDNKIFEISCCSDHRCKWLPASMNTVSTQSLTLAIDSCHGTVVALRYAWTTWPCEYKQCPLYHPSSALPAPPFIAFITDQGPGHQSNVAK
LEDGF integ inh – blocks HIV-1 LEDGF/p75-dependent DNA integration; TR-FRET IN-LEDGF/p75 DNA integration, Eu/Cy5; inhibition, % at 3.7 µM; 370,000 tested, 0.64% active;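 active means inhibition above the screen-wide mean plus 3 SD, cut at about 13% in these data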;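 further: signal is the Cy5 over europium emission ratio at 671 and 618 nm; 0% = plate median of compound wells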
PRMT1 inh – blocks human protein arginine methyltransferase 1. inhibition, % at 2.79 µM. Q99873. 370,000 tested, 1.3% active. recombinant PRMT1, activity-based probe fluorescence polarization;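 active means inhibition above about 21% made by adding two undisclosed values, limit read from the data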
TCR CD3 inh – blocks the human TCR-CD3 interaction | inhibition, % at 9.4 µM | AID 651800 | 360,000 tested, 0.37% active | TAMRA-labeled TCR probe fluorescence, biochemical; in the data active means inhibition above about 19%;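 further: recombinant mutant TCR 2C K166C tagged with TAMRA read by polarization; 0% = receptor in buffer alone and 100% = receptor with positive control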
An asterisk follows results filed as active; . = no result given; & = joins results of further samples. An excerpt; rates above refer to the full screens.

Every second line gives: TDP2 absorb, rCAG binder, ABHD4 inh, PG9 binder, HTRA1 inh, Rev-erbA mod, SIAE primary, LEDGF integ inh, PRMT1 inh, TCR CD3 inh
(1) Cc1cccc(NC(=O)CCCc2ccccc2)c1
 : -5, -2, -2, -1.0, -9, 0, -2, -2, 2, -7
(2) O=C(CCl)c1ccc(Cc2ncc(C(F)(F)F)cc2Cl)s1
 : -3, 4, -8, -1.6, -26, 1, 9, 0, 1, -3
(3) COc1ccc(CCNC(=O)N2c3ccccc3Sc3ccccc32)cc1
 : -1, -1, -12, 1.0, 1, 2, 2, 0, -1, -5
(4) CC1(C)CSC(=NCCc2ccccc2)N1
 : 13, 2, 1, -1.0, 1, 0, 4, 4, -4, 8
(5) Cc1ccc2c(C(=O)CN3CCN(C4CCCCC4)CC3)c(C)[nH]c2c1
 : -11, -6, 6, -1.1, -5, 3, 1, 1, 2, 1
(6) CCN(C(=O)CSc1nnc(Nc2ccccc2)s1)C1CCS(=O)(=O)C1 (configuration not stated)
 : 7, 0, 1, -0.6, 1, -1, -1, -2, 1, 1
(7) NC(=O)CCn1c(=O)oc2ccccc21
 : 2, -1, -7, -2.0, 10, -1, 0, 0, 1, -7
(8) COc1ccc(CN(Cc2cccn2C)S(=O)(=O)c2ccc(C)cc2)cc1
 : -9, -2, -2, 0.3, -13, 2, 7, 0, -6, -6
(9) Cc1ccc(CNC(=O)Cn2c(=O)oc3ccccc32)o1
 : 2, 2, 8, 0.6, 2, 3, 3, -1, 1, 5
(10) COc1ccc([N+](=O)[O-])cc1COc1cc(C)cc2oc(=O)cc(-c3ccccc3)c12
 : -3, 3, -4, -1.3, -1, 5, 1, 0, -1, -1
(11) CC(=O)NCC1CCCN(Cc2cn(-c3ccccc3)nc2-c2ccc3c(c2)OCO3)C1 (configuration not stated)
 : 8, -10, 2, 2.1, 2, -2, 4, -6, 1, -5
(12) O=C(/C=C/c1cccs1)NC(=S)NNC(=O)c1ccccc1O
 : -3, 38*, 6, -0.1, 48*, 5, 6, -4, -1, -11
(13) Clc1ccc(CSc2nnc3c(n2)[nH]c2ccccc23)cc1
 : -11, 4, 1, -0.1, -21, -4, -6, -1, 0, -8
(14) NS(=O)(=O)c1ccc(CCNC(=S)NC2CCCC2)cc1
 : -4, 0, -3, -0.2, -6, 0, -5, 0, -3, -3
(15) CC(C)C(=O)Nc1cccc(-c2cn3ccsc3n2)c1
 : 6, -1, -5, -0.5, -2, -3, -1, -2, -2, -2
(16) CN(C)CCCNC(=O)CCC1CCCCC1
 : 3, 1, -2, 0.7, 1, -3, 3, 0, -2, 2
(17) CCCN(CCC)C(=O)CC(c1ccccc1)c1cc(C)ccc1O (configuration not stated)
 : -7, -11, -4, -1.5, -19, -3, 2, -3, -1, -5
(18) Cc1ccc(NC(=O)CSc2nc(=O)n(Cc3ccncc3)c3c2CCC3)c(C)c1
 : 3, -2, -5, 0.9, -1, 2, 9, 0, -1, 0
(19) O=C(COc1ccc2ccccc2c1)N[C@@H](C(=O)O)c1ccc(O)cc1
 : -1, 2, 0, -0.3, 3, 3, 13, 4, -9, 0
(20) COc1ccccc1N1CCN(C(=O)c2cc(-c3ccc(F)cc3)[nH]c2C)CC1
 : -4, 0, -9, 1.3, -8, 1, 7, 0, 3, -8
(21) O=C(COC(=O)Cc1c(Cl)cccc1Cl)NCc1ccccc1
 : 1, 2, -1, -2.4, 3, -9, -1, 0, -6, -1
(22) CCn1c2ccccc2c2c3ncc4cccn4c3ccc21
 : 13, 39*, 9, -1.4, 47*, 6, -28, 3, 7, 1
(23) CN(C)S(=O)(=O)c1ccc2c(c1)C(CC(=O)O)OC2=O (configuration not stated)
 : 2, -1, 5, -0.9, 0, 1, -5, -1, 1, 8
(24) CCOc1ccccc1N1CCN(C(=O)c2cc(S(=O)(=O)N3CCCCC3)ccc2C)CC1
 : 11, 3, -1, 0.3, 3, 3, 11, -2, 2, -5
(25) Nc1ncnc(N2CCc3ccccc32)c1[N+](=O)[O-]
 : 5, 4, 1, 2.1, 0, 5, -7, 1, 2, 0
(26) CC(C(=O)N1CCN(c2ccccc2F)CC1)c1ccc([N+](=O)[O-])cc1 (configuration not stated)
 : -5, -3, 7, 0.7, -6, 7, -8, -3, 2, 3
(27) COc1cc(C(=O)OCC(=O)NC2CCCCCC2)ccc1OCC(C)C
 : 9, -2, 5, -0.3, 4, 14, 1, -2, -2, -3
(28) COc1ccc(S(=O)(=O)N2CCOC23CCN(S(=O)(=O)c2c(C)cc(C)cc2C)CC3)cc1
 : -4, 3, -7, 1.6, -24, 2, -2, 0, 1, 1
(29) CC1(C)CC(=O)/C(=N/Nc2ccc(Cl)cc2)CO1
 : -4, -2, 5, 0.8, -5, -4, 8, -8, -2, 12
(30) O=C(NCc1ccccc1Cl)c1ccccc1Oc1ccccc1
 : 0, -8, -13, -1.5, -30, 2, 5, 1, 0, 1
(31) COc1ccc(C(=O)N(CC(=O)NC(C)(C)C)c2ccc3c(c2)OCCO3)cc1OC
 : -1, -4, 2, 0.5, 3, 4, -2, 2, 0, 3
(32) Cc1ccc(S(=O)(=O)Cc2cc(-c3ccc(Cl)cc3)no2)cc1
 : -18, 2, -9, 0.6, -21, 0, 0, 3, -3, -6
(33) CCc1nn(CC(=O)NCCCc2ccccc2)c(=O)c2cc3c(OC)cccc3n12
 : -2, 2, -5, 0.2, -2, 31*, 7, 1, -3, 0
(34) c1ccc(Oc2cc(-c3ccccc3)nc(-c3ccccc3)n2)cc1
 : 3, -2, 4, 0.9, -1, 2, 6, -2, 0, -6
(35) COC(CNC(=O)[C@H](Cc1ccccc1)N1Cc2ccccc2C1=O)OC
 : -1, -5, -2, 1.2, 2, 1, -4, 6, 7, -4
(36) COc1ccc(Cn2c(=O)oc3ccc(C)cc32)cc1OC
 : -5, 5, 1, 1.5, 8, -1, 2, -4, -2, 5
(37) O=C(NC1CCN(Cc2ccccc2)CC1)c1cccc(Br)c1
 : 3, -5, -2, -0.2, 3, -1, -2, 0, -4, 2
(38) O=C(c1ccc(Cl)cc1)N(Cc1cccs1)C1CCS(=O)(=O)C1 (configuration not stated)
 : -3, 0, -1, -0.4, 1, 4, -1, -7, -2, -2
(39) Cc1cc(C)c2nc(-c3cccnc3)cc(C(=O)NC(C)c3cnn(C)c3C)c2c1 (configuration not stated)
 : 0, -1, 4, -0.2, -5, -6, 4, 2, -2, 9
(40) O=c1cc(CCl)[nH]c2nc3ccccc3n12
 : -18, -1, -10, -1.7, 6, -4, -8, -3, 6, -2
(41) Cc1ccc(CCN2CC(C(=O)NCCC(C)C)CC2=O)cc1 (configuration not stated)
 : 4, -9, 2, 1.1, 8, 1, 0, 5, -2, 4
(42) CCCCCCCCCCOC(=O)Cn1c(COc2ccc(C)cc2)[n+](C)c2ccccc21
 : -7, 3, 27, -0.1, 27, -10, 0, -1, -2, -3
(43) O=C(CN1CSCC1=O)N1CCN(S(=O)(=O)c2cccc(F)c2)CC1
 : -8, 0, 5, -2.5, 1, 5, 0, 4, -1, -4
(44) Cc1ccc(S(=O)(=O)C[C@@H]2OC[C@H](C(C)C)N2S(=O)(=O)c2ccc(C)cc2)cc1
 : -12, 2, -6, 1.0, ., -1, -3, 4, -2, 6
(45) CN(Cc1ccccc1)C(=O)COc1ccc(N(C)S(=O)(=O)c2ccc(F)cc2)cc1
 : 12, -4, -2, -0.2, 5, 2, 5, -3, -4, 1
(46) COC(=O)c1ccc(OC(=O)c2ccc(OC)cc2)c(OC)c1
 : 0, -6, 0, -1.4, -1, 2, -5, 2, 8, -4
(47) S=C(NCc1ccccc1)N1CCN(c2cccc(Cl)c2)CC1
 : -11, -1, -13, -1.2, -17, 3, -1, 6, 3, 3
(48) Cc1ccccc1N=Nc1c(C)[nH]n(C(N)=S)c1=O
 : -4, 8, 10, -4.7, 6, -1, -3, -2, 2, -2
(49) COC(=O)C1CCN(c2ccc(Cl)nn2)CC1
 : 2, -1, 1, -0.1, 8, 0, 5, -5, -1, -8
(50) Cc1cccc2cncc(OCc3nnc(SC(F)F)n3C)c12
 : 0, 0, -14, -1.2, ., 0, -6, -4, 5, -6
(51) CCN(CC)CCN(Cc1cc2cc3c(cc2[nH]c1=O)OCO3)C(=S)NCC(C)C
 : 6, 0, 0, -0.4, 0, -2, -4, -2, -1, -3
(52) COc1ccc(C(=O)Nc2ccc(NC(=O)c3cccs3)cc2)cc1[N+](=O)[O-]
 : 4, -1, 2, -0.8, -2, 3, -1, -3, 2, -3
(53) CC(C)(C)c1ccc(OCCC(=O)OCC(=O)NCc2ccccc2)cc1
 : -4, -5, 3, -2.1, -12, -5, 6, 1, 2, 4
(54) Cn1c(=O)c2c(SCC(=O)Nc3ccccc3F)nc(-c3ccccc3F)nc2n(C)c1=O
 : 11, 0, -2, -0.8, 9, 26*, 23*, 1, -4, 3
(55) CCCCCN1CCCCC(NC(=O)C2CCCCC2)C1=O (configuration not stated)
 : 4, 1, 4, ., ., -4, 3, -3, -1, .
(56) O=C(COC(=O)c1ccc(S(=O)(=O)NCc2ccco2)cc1)Nc1ncc(Cl)cc1Cl
 : -6, 7, 2, -0.5, 5, -3, 0, 1, 6, 6
(57) CCOC(=O)CNC(=O)Cn1c(C)cc2ccccc2c1=O
 : 5, -2, -6, 1.9, 2, 3, -3, 1, -3, 1
(58) Cc1cc(Sc2nnc(/N=C/N(C)C)s2)c2ccccc2n1
 : -5, 2, -7, -0.4, ., -3, -3, 0, 2, -6
(59) Cc1ccc(N2C(=O)C3C4C=CC(CC4)C3C2=O)cc1[N+](=O)[O-] (configuration not stated)
 : -10, -1, 4, 0.3, 6, 4, 2, 4, -1, 3
(60) C/C(N)=C(/C#N)C(=O)COC(=O)COc1ccc(Cl)cc1
 : -8&7, 4&-4, 0&-1, 2.9&0.1, -4&1, -2&-1, 3&10, 1&2, -6&-4, -4&-4
(61) O=C1NC2=C(C(=O)CCC2)C(c2ccccc2Cl)N1 (configuration not stated)
 : 9, -2, -1, 0.3, -16, 5, 5, 1, -1, -1
